Compound activity deposited in PubChem by several laboratories.
Bim-Bcl-B: disrupts Bim peptide binding to human Bcl-B | Q9HD36 | bead-based flow cytometry | inhibition, % at 10 µM | 190,000 compounds, 0.073% hits | AID 951;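 further: 0% = tracer peptide without compound and 100% = reference inhibitor peptide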
Bim-Mcl-1: human Bim-Mcl-1 interaction inhibition; Q07820; Bead-based flow cytometry, Bim peptide-Mcl-1 binding; inhibition, % at 10 µM; 190,000 compounds, 0.1% hits;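 further: 0% = no compound tracer wells and 100% = peptide blocker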
Target sequence (Q07820 whole entry, looked up): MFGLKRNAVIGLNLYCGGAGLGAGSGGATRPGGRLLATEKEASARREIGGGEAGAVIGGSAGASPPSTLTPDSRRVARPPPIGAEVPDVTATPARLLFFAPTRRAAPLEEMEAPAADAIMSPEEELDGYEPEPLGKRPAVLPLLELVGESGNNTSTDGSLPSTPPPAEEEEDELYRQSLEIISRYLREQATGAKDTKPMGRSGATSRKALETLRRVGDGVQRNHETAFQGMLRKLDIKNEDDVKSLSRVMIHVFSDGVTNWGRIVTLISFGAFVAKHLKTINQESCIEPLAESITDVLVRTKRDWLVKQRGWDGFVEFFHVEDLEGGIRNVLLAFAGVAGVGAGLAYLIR
Mcl1-Bid inh: Mcl-1/Bid interaction inhibition; Q07820; TR-FRET Mcl-1/Bid-Dy647 peptide binding, 1536-well; 220,000 compounds, 0.97% hits; inhibition, % at 21.7 µM; AID 1021;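 active means compounds that cut the binding signal by more than half at the single screening dose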;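 further: His-tagged Mcl-1 with europium anti-His antibody binding Bid BH3 peptide; 0% = Mcl-1 plus peptide wells and 100% = peptide-only wells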
Mcl1-Noxa inh: disrupts binding of human Mcl-1 to Noxa peptide. inhibition, % at 21.7 µM. 220,000 compounds, 1.5% hits. TR-FRET Mcl-1/Noxa peptide binding, 2 h. AID 1022. Q07820;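 active means compounds that cut the protein-peptide binding signal by more than 50% relative to plate controls in a single-dose test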;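 further: His-tagged Mcl-1 with rhodamine Noxa BH3 peptide and terbium anti-His antibody; 0% = Mcl-1 plus Noxa peptide wells and 100% = peptide-only wells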
Bim-Bcl-W: disrupts Bim peptide binding to human Bcl-W. bead-based flow cytometry. inhibition, % at 10 µM. 190,000 compounds, 0.02% hits. AID 952. Q92843;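 further: 0% = bound tracer without compound and 100% = peptide blocker; higher means less fluorescent Bim peptide bound to Bcl-W beads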
Bim-Bcl-XL: human Bim-Bcl-XL interaction inhibition; Q07817; AID 1007; inhibition, % at 10 µM; Bim peptide-Bcl-XL binding, bead flow cytometry, fluorescence; 190,000 compounds, 0.04% hits
Target sequence (Q07817 whole entry, looked up): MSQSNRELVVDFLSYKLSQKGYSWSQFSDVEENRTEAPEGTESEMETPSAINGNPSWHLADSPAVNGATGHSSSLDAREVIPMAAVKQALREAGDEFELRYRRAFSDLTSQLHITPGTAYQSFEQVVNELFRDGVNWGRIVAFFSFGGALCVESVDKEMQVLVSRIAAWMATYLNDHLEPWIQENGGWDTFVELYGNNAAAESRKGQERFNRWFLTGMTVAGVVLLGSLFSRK
RGS4-Gao reg: human RGS4-Galphao interaction regulation. P09471. Multiplexed bead flow cytometry, RGS4-Galphao binding; actives lie on both sides. binding response (% of control), % at 10 µM. 220,000 compounds, 0.33% hits. AID 1415; in the data active means binding response below about 49% or above about 150%; inactive means in between;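 further: fluorescent Galphao activated with aluminum fluoride binding bead-coupled RGS4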
Target sequence (P09471 whole entry, looked up): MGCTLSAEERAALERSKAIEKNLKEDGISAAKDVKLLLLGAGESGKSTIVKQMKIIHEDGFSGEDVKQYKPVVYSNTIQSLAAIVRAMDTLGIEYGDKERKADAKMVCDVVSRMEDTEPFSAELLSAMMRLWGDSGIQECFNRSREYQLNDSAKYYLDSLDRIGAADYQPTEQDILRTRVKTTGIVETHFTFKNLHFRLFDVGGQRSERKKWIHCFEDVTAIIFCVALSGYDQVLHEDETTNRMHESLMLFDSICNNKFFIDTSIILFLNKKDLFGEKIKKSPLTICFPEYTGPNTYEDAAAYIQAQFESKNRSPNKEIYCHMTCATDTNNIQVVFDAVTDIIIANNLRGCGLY
RGS7-Gao reg: regulators of human RGS7-Galphao interaction | binding response (% of control), % at 10 µM | 220,000 compounds, 0.35% hits | Multiplexed bead flow cytometry, RGS7-Galphao binding; actives lie on both sides; in the data active means binding response below about 49% or above about 150%; inconclusive means no clear call, values can overlap the other calls; inactive means in between;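 further: fluorescent Galphao held in activated GDP-AlF4 state binding bead-coupled RGS7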
Bim-Bfl-1: disrupts Bim binding to human Bfl-1; Bead-based flow cytometry, Bim-Bfl-1 binding inhibition; 190,000 compounds, 0.12% hits; AID 1008; inhibition, % at 10 µM; Q16548;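 further: 0% = wells without compound plus tracer and 100% = blocker peptide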
Bim-Bcl-2: human Bim-Bcl-2 interaction inhibition; Bead-based flow cytometry, Bim peptide-Bcl-2 binding; inhibition, % at 10 µM; 190,000 compounds, 0.06% hits; AID 950; in the data active means inhibition above about 40%; inconclusive means no clear call, values can overlap the other calls;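 further: 0% = no compound wells with probe peptide and 100% = reference peptide inhibitor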
RGS8-Gao: human RGS8-Galphao interaction regulation. P09471. multiplexed bead flow cytometry, RGS8-Galphao binding; actives lie on both sides. response (percent of control binding), % at 10 µM. 220,000 compounds, 0.34% hits; in the data active means response below about 60% or above about 140%; inactive means in between;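 further: Galphao activated as the GDP aluminium fluoride complex binding bead-coupled RGS8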
* hit, by the source's call; ? = inconclusive; · = not tested or not shown. Unless noted, no stated cut-off is given here; in the data, active means inhibition above about 40%. Not a hit list; overall some 2.7% were active at least once.

#	Bim-Bcl-B	Bim-Mcl-1	RGS7-Gao reg	Mcl1-Bid inh	Bim-Bfl-1	Bim-Bcl-W	Bim-Bcl-XL	RGS8-Gao	Bim-Bcl-2	RGS4-Gao reg	Mcl1-Noxa inh	SMILES
1	4	-2	95	-4	4	0	2	99	2	99	-9	O=C(O)c1ncn(Cc2ccc(Br)cc2)c1C(=O)O
2	-1	0	?	-11	-2	0	-1	101	0	101	3	CCOc1ncccc1C(=O)N1CCCSC1=Nc1ccccc1OC
3	-1	0	98	-33	-3	0	0	101	3	103	16	Cc1cccc(NC(=S)N(CCN(C)C)Cc2cccs2)c1
4	·	·	?	-17	·	·	·	100	·	103	18	CCCC(O)(CCN1CCOCC1)c1ccc(Cl)cc1 (centres undefined)
5	-1	-2	100	2	2	-1	-5	100	0	101	9	CCCCCCCCCS(=O)(=O)Nc1cc(C)ccn1
6	·	·	?	-52	·	·	·	96	·	95	-10	COC(=O)CN=C1OC(=O)N2C(=O)C3=C4[C@@H](C[C@H]5C(=O)N(c6ccccc6)C(=O)[C@H]5[C@H]4[C@@]12Cc1ccccc1)[C@H]1C(=O)N(c2ccccc2)C(=O)[C@H]1[C@H]3C
7	-3	0	?	-13	-5	-1	-4	113	-4	116	-2	Cc1nnc(SC(C)C#N)n1-c1ccccc1 (centres undefined)
8	-4	1	102	6	-6	0	-15	100	-5	105	1	CCOC(=O)N1CCN(C(=O)c2ccc(NS(C)(=O)=O)cc2)CC1
9	-4	-8	100	-28	0	-3	-6	94	-3	100	-8	O=C1C2C3CCC(C3)C2C(=O)N1Cc1ccccc1 (centres undefined)
10	-3	-3	99	-12	0	1	-1	98	-2	99	-11	CC(=O)Nc1ccc(S(=O)(=O)N2CCN(c3nc(NC4CCCC4)c4ccccc4n3)CC2)cc1
11	-11	0	99	-43	-11	-3	-11	102	-12	100	10	COc1ccc(CC(=O)Nc2ccc(-c3nnc(-c4ccccc4)o3)cc2)cc1OC
12	-3	0	110	-9	0	0	-3	108	0	105	20	O=C(NCc1ccc2c(c1)OCO2)c1ccc(Cl)c(S(=O)(=O)NCc2ccccc2)c1
13	0	1	97	1	-11	2	-2	101	-3	102	9	Nc1cccc2nc3ccccc3cc12
14	-5	1	108	-10	-3	0	1	102	-1	103	-7	CN(c1ncc(C(F)(F)F)cc1Cl)N1C(=O)c2cccc(N)c2C1=O
15	-5	0	106	-3	-16	-4	-2	107	-8	108	-1	CC(C)Cn1c(=O)oc2ccccc21
16	·	·	?	-23	·	·	·	103	·	102	3	COc1ccc(CC(=O)NNC(=O)c2c(-c3ccccc3Cl)noc2C)cc1OC
17	-5	-5	97	-23	-6	-1	-5	99	-3	102	5	CCCS(=O)(=O)N1CCN=C1SCc1cccc(C)c1
18	4	2	102	-23	-2	6	2	100	-2	101	-6	CCN(CC)C(=O)C1CCCN(c2ccc([N+](=O)[O-])cc2)C1 (centres undefined)
19	-10	-13	99	-33	-9	0	-8	100	-11	98	17	CN(C)c1ccc(NC(=O)COC(=O)CCC(=O)c2ccc(F)cc2)cc1
20	-12	-3	99	-24	-16	-4	-5	103	-10	100	2	O=C(CN1CCN(CCOCCO)CC1)N1c2ccccc2Sc2ccc(Cl)cc21

2 compounds from above, reduced to Bim-Bcl-W and Bim-Bcl-XL.
item | molecule | Bim-Bcl-W | Bim-Bcl-XL
2 | CCOc1ncccc1C(=O)N1CCCSC1=Nc1ccccc1OC | 0 | -1
5 | CCCCCCCCCS(=O)(=O)Nc1cc(C)ccn1 | -1 | -5

Following part:
#	Bim-Bcl-B	Bim-Mcl-1	RGS7-Gao reg	Mcl1-Bid inh	Bim-Bfl-1	Bim-Bcl-W	Bim-Bcl-XL	RGS8-Gao	Bim-Bcl-2	RGS4-Gao reg	Mcl1-Noxa inh	SMILES
21	6	5	110	-45	6	4	6	110	10	105	-49	COc1ccc(Cc2nnc(N/N=C/c3ccccc3O)[nH]c2=O)cc1OC
22	-1	0	98	-17	1	1	1	100	3	100	21	C(=N\c1nccs1)/c1c[nH]c2ccccc12
23	-7	-4	96	-30	-7	-2	-6	100	-6	99	-2	Cc1cc(C)cc(C(=O)Nc2ccc(N3CCN(S(C)(=O)=O)CC3)cc2)c1
24	-2	0	100	-18	-3	-1	0	103	-4	103	9	Cc1ccc(S(=O)(=O)NC(=O)NCCc2ccccc2)cc1
25	-1	0	102	-6	-6	1	-3	105	0	103	15	Cn1cccc1C(=O)NC(=O)COC(=O)CNC(=O)c1ccc(Cl)cc1Cl
26	-3	-4	99	-3	-17	-3	-13	97	-1	96	-7	Cc1ccc(CNC(=O)CCCn2c(=O)c3ccccc3n(CC(=O)NCc3ccco3)c2=O)cc1
27	-13	-4	99	-11	-18	1	-9	100	-14	102	5	Brc1ccc(/C=N/N2CCN(C3c4ccccc4-c4ccccc43)CC2)s1
28	-6	0	103	-32	-5	-1	-2	97	-1	100	20	Cc1cc(-c2nnc(CCC(=O)N3CCN(Cc4cccc(F)c4)CC3)o2)c(C)o1
29	-9	-5	100	-10	-16	-3	-4	100	-9	103	14	CC(=O)N1N=C(C)CC1c1ccc(O)cc1 (centres undefined)
30	-3	1	92	-13	-1	-3	0	97	-1	91	-7	O=C(c1cccc([N+](=O)[O-])c1)N1CC2C3C=CC(C3)C2C1 (centres undefined)
31	-4	0	101	-20	-7	1	0	103	-6	102	10	CCOC(=O)C1CCN(S(=O)(=O)c2ccc(OC)c(OC)c2)CC1
32	-7	-2	99	-13	3	0	-1	96	1	97	39	CC(=O)Nc1ccc(S(=O)(=O)NCC(=O)OCc2cc(=O)oc3ccc4ccccc4c23)cc1
33	-9	-5	97	-13	-17	-7	-13	99	-5	99	-10	CCN=C1S/C(=C\c2ccc(OCC)c(OC)c2)C(=O)N1CC
34	-12	-2	87	-14	-6	-3	-5	101	-4	90	4	CNC(=O)NC(=O)C(C)OC(=O)c1c2c(nc3ccccc13)/C(=C/c1cccs1)CC2 (centres undefined)
35	-36	-8	126	-11	21	-5	-9	87	0	92	16	CCOC(=O)c1c(NC(=O)c2ccccc2Br)sc2c1CCc1ccccc1-2
36	0	-3	87	1	0	-11	-12	87	1	88	22	Cc1cc(C)c2c(c1)c(C)cc1nnc(SCC(=O)NCc3ccco3)n12
37	-10	-2	94	-12	-13	0	-3	97	-6	95	-1	Oc1c(C(c2cccs2)N2CCOCC2)sc2ncnn12 (centres undefined)
38	-8	-4	93	-26	-8	-6	-8	104	-6	102	37	O=C(COC(=O)/C=C/c1ccco1)Nc1ncc(C(F)(F)F)cc1Cl
39	·	·	?	-34	·	·	·	100	·	97	-3	CN1C(C(=O)NCc2cccc(C(F)(F)F)c2)CC2Cn3c(nc4ccccc43)C21 (centres undefined)
40	-7	-1	102	-7	-15	-3	-5	105	-8	105	6	O=C(c1cccc([N+](=O)[O-])c1)N1CCOCC1
41	-4	0	118	-5	-7	-1	-3	119	-4	113	-89	COc1ccc2nc(N/C(N)=N/C(=S)Nc3c(C)cccc3C)nc(C)c2c1
42	-10	-2	101	-12	-11	1	-12	101	-10	103	13	Cc1cc(C)n(-c2ccc(C(=O)OCc3nnc(-c4ccccc4)o3)cc2)n1
43	-2	-1	91	-14	-2	-1	0	79	0	90	3	CC(C)Cc1cc(C(=O)NCc2cccs2)no1
44	-8	-5	100	-5	-18	-4	-6	100	-11	101	-24	O=C(COc1ccc(F)cc1)NC1CC1
45	-5	-3	103	-2	0	-5	-3	98	-3	100	-10	C/C(NC(=O)c1ccccc1F)=C1\C(=O)C[C@@H]2[C@H]1C2(C)C
46	·	·	?	-25	·	·	·	95	·	95	-6	COc1ccccc1-n1c(=O)c(C#N)c(-c2ccc([N+](=O)[O-])cc2)c2cc(C(=O)c3ccccc3O)cnc21
47	·	·	?	-94	·	·	·	101	·	99	-79	O=C(NNC(=S)Nc1ccc(Cl)c(Cl)c1)c1cccc([N+](=O)[O-])c1
48	-1	-2	107	-34	0	-2	0	111	2	110	11	N#Cc1nc(-c2ccco2)oc1NCCCN1CCOCC1
49	·	·	?	5	·	·	·	99	·	96	2	NS(=O)(=O)c1ccc(CCNS(=O)(=O)c2cccc(C(=O)O)c2)cc1
50	-6	-3	102	2	-12	0	-6	101	-11	101	9	Cn1c(=O)c2c(nc(N3CCCCCC3)n2CC(=O)c2ccccc2)n(C)c1=O
51	-3	1	103	21	-3	2	-1	106	4	104	18	O=C(CN(C1CCCCC1)C1CCCCC1)N1CCc2ccccc2C1
52	-6	0	93	-2	-12	0	-12	98	-11	95	13	Cc1ccc(S(=O)(=O)NC(C)(C)CSc2nncn2C)cc1
53	8	-1	?	11	3	0	5	107	3	105	20	CC(C)CC(NS(=O)(=O)c1cc(C(=O)O)ccc1Cl)C(=O)O (centres undefined)
54	-7	-5	107	-11	-6	-6	-9	104	-5	103	5	CSc1cccc(NC(=O)CCCOc2ccccc2)c1
55	-4	-1	102	-76	-5	4	-5	100	0	98	1	CCOc1ccc(-n2c(SC(C)C)nc3c(c2=O)SCC3)cc1
56	·	·	?	-22	·	·	·	100	·	90	-4	COc1ccc(Cn2cc(F)c(=O)n(C)c2=O)cc1[N+](=O)[O-]
57	-1	-1	99	-3	-4	-2	-2	104	-2	101	10	O=C(CN1C2CCCC1CC(NC(=O)c1ccco1)C2)Nc1ccccc1 (centres undefined)
58	-1	2	102	-7	-8	3	1	103	-2	107	5	O=C(Nc1ccc(F)cc1)N1CCOCC1
59	-3	-3	88	0	1	-3	0	92	0	88	11	COC(=O)c1cc2occc2n1Cc1nc(-c2cccc(Cl)c2)oc1C
60	-6	0	101	-39	-13	0	-4	99	-7	100	8	C(=N\n1cnnc1SCc1ccccc1)/c1ccco1
61	-2	-2	104	-8	0	-2	-2	101	-3	102	2	Cc1cc(N2CCCCCC2)nc(-c2ccccc2O)n1
